Screening results as filed in PubChem.
IDE cell activ = activators of human insulin-degrading enzyme in cells; HEK cells, FAbeta-B cleavage, fluorescence polarization; 0% vehicle, 100% cell-free pure enzyme wells; activation, % at 5.96 µM; 0.073% of 340,000 active; AID 493087;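 active = activation above the mean of all tested compounds plus 3 SD, set per screening campaign, cut at about 17% in these data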
Target sequence (P14735 whole entry, looked up): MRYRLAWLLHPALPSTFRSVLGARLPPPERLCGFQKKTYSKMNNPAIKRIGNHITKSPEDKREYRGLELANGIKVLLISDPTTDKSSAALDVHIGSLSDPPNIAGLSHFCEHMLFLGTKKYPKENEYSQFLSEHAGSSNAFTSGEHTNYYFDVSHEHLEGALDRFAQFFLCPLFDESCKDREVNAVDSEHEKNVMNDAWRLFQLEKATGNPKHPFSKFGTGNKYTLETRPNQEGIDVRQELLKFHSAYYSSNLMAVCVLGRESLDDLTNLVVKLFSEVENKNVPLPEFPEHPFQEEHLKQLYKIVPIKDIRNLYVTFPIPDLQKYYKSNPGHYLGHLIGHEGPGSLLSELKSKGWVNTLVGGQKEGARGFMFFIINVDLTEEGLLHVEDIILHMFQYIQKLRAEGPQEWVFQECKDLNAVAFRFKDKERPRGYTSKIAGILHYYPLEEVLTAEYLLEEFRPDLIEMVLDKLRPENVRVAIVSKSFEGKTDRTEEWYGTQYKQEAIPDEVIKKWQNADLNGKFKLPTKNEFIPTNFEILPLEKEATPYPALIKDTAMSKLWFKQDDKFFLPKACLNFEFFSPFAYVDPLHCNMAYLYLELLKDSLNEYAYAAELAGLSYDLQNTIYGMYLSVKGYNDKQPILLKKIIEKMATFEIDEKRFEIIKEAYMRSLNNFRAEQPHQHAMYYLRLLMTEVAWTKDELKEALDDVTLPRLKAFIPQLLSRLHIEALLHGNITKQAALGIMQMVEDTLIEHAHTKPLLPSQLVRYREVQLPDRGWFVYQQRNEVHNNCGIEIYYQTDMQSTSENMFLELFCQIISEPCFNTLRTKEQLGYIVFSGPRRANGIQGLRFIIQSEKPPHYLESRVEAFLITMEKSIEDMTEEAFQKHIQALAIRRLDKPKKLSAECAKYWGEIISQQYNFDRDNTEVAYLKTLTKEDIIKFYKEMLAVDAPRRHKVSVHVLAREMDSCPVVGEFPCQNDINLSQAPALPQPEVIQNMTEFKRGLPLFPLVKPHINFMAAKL
MEKK3 PB1 HTS = MEKK3-MEK5 PB1 interaction, increase or decrease. Q99759. bead-based flow cytometry, Alexa488-MEK5 binding to MEKK3; actives lie on both sides; 0 = blocked by unlabeled MEK5, 100 = vehicle. binding response (% of control), % at 10 µM. 1.4% of 290,000 active. AID 1529;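 active = binding response more than 3 SD above or below the average of its plate-row segment, actives on both sides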;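 also: Alexa488 bead fluorescence after subtracting the streptavidin-only scavenger bead signal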
Starred values were filed as active, the others as inactive; & = joins results of further samples. These rows are one share of the data, so the mix of outcomes need not match the whole.

SMILES | IDE cell activ | MEKK3 PB1 HTS
O=C(NCc1ccc(C(F)(F)F)cc1)C1CC(c2ccc(C(F)(F)F)cc2)=NO1 (configuration not stated) | 0.9 | 105.0
CC1(C)c2[nH]c3ccccc3c2C[C@@H]2C(=O)N(Cc3ccccc3F)C(=O)N21 | -1.4 | 100.0
CCN1C(=O)N[C@@H](c2cccc(F)c2)C(C(=O)OC)=C1C | 3.7 | 98.0
COc1ccc(NC(=O)[C@@H]2CC=C[C@@H]3CCN(Cc4ccc(Cl)c(Cl)c4)C(=O)[C@@H]32)cc1 | 0.9 | 101.0
CCCN1CCCC[C@H]1C(=O)Nc1c(C)cccc1C | 4.0 | 102.0
Cc1ccc(Cn2c(C3CCCN3c3nc(-c4cc(Cl)c(N)c(Cl)c4)cs3)nc3cc(Cl)c(Cl)cc32)cc1 (configuration not stated) | 3.9 | 97.0
CCCC[C@@H]1CN=C(N)N1CCc1cccc(F)c1 | -0.1 | 106.0
O=C(NCCCN1CCOCC1)c1onc(CSc2ccc(F)c(F)c2)c1C(=O)NCCCN1CCOCC1 | 5.7 | 109.0
O=C(O)c1ccc(-c2noc(-c3cccc(F)c3)n2)cc1 | 4.3 | 99.0
CC(Oc1ccccc1)C(=O)N1CCC2(CC1)Oc1ccc(F)cc1C(=O)C21CC(c2ccc(Cl)cc2)=NO1 (configuration not stated) | -4.0 | 103.0
CCOC(=O)CN1C(=O)N[C@@H](CCc2ccccc2)[C@@H](C(=O)OC)[C@H]1C | 2.8 | 103.0
CCOC(=O)C[C@H]1c2cc(C(F)(F)F)ccc2S(=O)(=O)N1C(C)C | 3.3 | 85.0
COCCN1C(=O)N[C@@H](CCc2ccccc2)[C@H](C(=O)OC)[C@H]1C | -3.1 | 97.0
NC(=O)CC(NC(=O)c1ccccc1)C(=O)O (configuration not stated) | 2.2 | 101.0
COc1ccc2[nH]cc(CCNC(C)=O)c2c1 | 1.3 | 108.0
CCOC(=O)[C@@H]1[C@H]2COc3cc(OC)ccc3[C@@H]2N2C(=O)N(c3ccc(Br)cc3)C(=O)[C@]12C | 1.4 | 94.0
CCCc1nc2c(s1)CCc1onc(-c3ccc(Br)cc3)c1-2 | -2.0 | 105.0
O=S1(=O)CCOC[C@H](Cc2ccccc2)N1Cc1cccc(C(F)(F)F)c1 | 1.3 | 100.0
COc1c(O)cccc1[C@@H](O)C1CCN(CCc2ccc(F)cc2)CC1 | 7.1 | 104.0
COc1ccc([C@H]2/C=C\CN(C(=O)C3CC3)[C@@H](C)C(=O)N2Cc2ccc(F)cc2)cc1 | 5.5 | 103.0
OCC[C@H]1C[C@@H](O)[C@H](O)[C@@]2(CCCCO2)O1 | -2.2 | 106.0
O=C1CCC(c2ccc(-n3ccnc3)cc2)=NN1 | 3.8 | 114.0
CCOC(=O)CN1C(=O)N[C@@H](c2cccc(F)c2)C(C(=O)OC)=C1C | 6.6 | 101.0
O=C(/C=C/c1ccc(O)c(O)c1)OCCc1ccccc1 | 0.5 | 110.0
Cc1csc(NC(C)c2nc3cc(Cl)c(N4CCCCC4)cc3n2CCOCCO)n1 (configuration not stated) | -3.1 | 90.0
O=C(NC1CC1)C1=C[C@@H](c2ccc(C(F)(F)F)cc2)C[C@@H](OCCCCO)O1 | -3.4 | 86.0
COc1ccc(-c2csc(NC(C)c3nc4cc(Cl)c(Cl)cc4n3CCCO)n2)cc1 (configuration not stated) | -4.3 | 103.0
COc1cc2oc3ccc(C#Cc4ccc(N)cc4)cc3c(=O)c2cc1OC | -0.8 | 108.0
C#Cc1ccc([C@@H]2C=C(C(=O)O)O[C@H](OCC)[C@H]2CCCO)cc1 | -2.7 | 98.0
COc1ccc(NC(=O)c2ccc3c(c2)S(=O)(=O)c2ccccc2C3=O)cc1 | 1.4 | 102.0
O=C1c2ccccc2S(=O)(=O)c2cc(C(=O)N3CCC(N4CCCC4)CC3)ccc21 | 3.7 | 105.0
CCN1C(=O)N[C@@H](c2cccc(C(F)(F)F)c2)C(C(=O)OC)=C1C | 1.8 | 106.0
Cc1ccc(C2C=C(c3ccccc3)Nc3ncnn32)cc1 (configuration not stated) | 1.1 | 100.0
Cc1cc(-c2cc(C(=O)Nc3ccccc3)on2)nc(NCC2CC2)n1 | 6.1 | 103.0
CCCCN1C(=O)NC(c2cccc([N+](=O)[O-])c2)C(C(=O)OCC)=C1C (configuration not stated) | 1.8 | 105.0
C[C@@H]1C=C[C@](Cc2ccccc2)(C(=O)O)N1C(=O)c1ccccc1 | 3.2 | 105.0

For reference, part of the list above.
SMILES | IDE cell activ | MEKK3 PB1 HTS
CCOC(=O)C[C@H]1c2cc(C(F)(F)F)ccc2S(=O)(=O)N1C(C)C | 3.3 | 85.0
COCCN1C(=O)N[C@@H](CCc2ccccc2)[C@H](C(=O)OC)[C@H]1C | -3.1 | 97.0
NC(=O)CC(NC(=O)c1ccccc1)C(=O)O (configuration not stated) | 2.2 | 101.0
COc1ccc2[nH]cc(CCNC(C)=O)c2c1 | 1.3 | 108.0
CCOC(=O)[C@@H]1[C@H]2COc3cc(OC)ccc3[C@@H]2N2C(=O)N(c3ccc(Br)cc3)C(=O)[C@]12C | 1.4 | 94.0
CCCc1nc2c(s1)CCc1onc(-c3ccc(Br)cc3)c1-2 | -2.0 | 105.0
O=S1(=O)CCOC[C@H](Cc2ccccc2)N1Cc1cccc(C(F)(F)F)c1 | 1.3 | 100.0
COc1c(O)cccc1[C@@H](O)C1CCN(CCc2ccc(F)cc2)CC1 | 7.1 | 104.0
COc1ccc([C@H]2/C=C\CN(C(=O)C3CC3)[C@@H](C)C(=O)N2Cc2ccc(F)cc2)cc1 | 5.5 | 103.0
OCC[C@H]1C[C@@H](O)[C@H](O)[C@@]2(CCCCO2)O1 | -2.2 | 106.0
O=C1CCC(c2ccc(-n3ccnc3)cc2)=NN1 | 3.8 | 114.0
CCOC(=O)CN1C(=O)N[C@@H](c2cccc(F)c2)C(C(=O)OC)=C1C | 6.6 | 101.0
O=C(/C=C/c1ccc(O)c(O)c1)OCCc1ccccc1 | 0.5 | 110.0
Cc1csc(NC(C)c2nc3cc(Cl)c(N4CCCCC4)cc3n2CCOCCO)n1 (configuration not stated) | -3.1 | 90.0
O=C(NC1CC1)C1=C[C@@H](c2ccc(C(F)(F)F)cc2)C[C@@H](OCCCCO)O1 | -3.4 | 86.0
COc1ccc(-c2csc(NC(C)c3nc4cc(Cl)c(Cl)cc4n3CCCO)n2)cc1 (configuration not stated) | -4.3 | 103.0
COc1cc2oc3ccc(C#Cc4ccc(N)cc4)cc3c(=O)c2cc1OC | -0.8 | 108.0
C#Cc1ccc([C@@H]2C=C(C(=O)O)O[C@H](OCC)[C@H]2CCCO)cc1 | -2.7 | 98.0
COc1ccc(NC(=O)c2ccc3c(c2)S(=O)(=O)c2ccccc2C3=O)cc1 | 1.4 | 102.0
O=C1c2ccccc2S(=O)(=O)c2cc(C(=O)N3CCC(N4CCCC4)CC3)ccc21 | 3.7 | 105.0
CCN1C(=O)N[C@@H](c2cccc(C(F)(F)F)c2)C(C(=O)OC)=C1C | 1.8 | 106.0
Cc1ccc(C2C=C(c3ccccc3)Nc3ncnn32)cc1 (configuration not stated) | 1.1 | 100.0
Cc1cc(-c2cc(C(=O)Nc3ccccc3)on2)nc(NCC2CC2)n1 | 6.1 | 103.0

4 records drawn at random from those above, as already listed:
SMILES | IDE cell activ | MEKK3 PB1 HTS
C#Cc1ccc([C@@H]2C=C(C(=O)O)O[C@H](OCC)[C@H]2CCCO)cc1 | -2.7 | 98.0
Cc1ccc(C2C=C(c3ccccc3)Nc3ncnn32)cc1 (configuration not stated) | 1.1 | 100.0
COc1ccc(NC(=O)c2ccc3c(c2)S(=O)(=O)c2ccccc2C3=O)cc1 | 1.4 | 102.0
C[C@@H]1C=C[C@](Cc2ccccc2)(C(=O)O)N1C(=O)c1ccccc1 | 3.2 | 105.0

The results go on.
SMILES | IDE cell activ | MEKK3 PB1 HTS
Cc1csc(N2CCCC2c2nc3cc(C(F)(F)F)ccc3n2CCOCCO)n1 (configuration not stated) | 1.6 | 106.0
O=C(NCCCN1CCOCC1)c1onc(CSc2ccncc2)c1C(=O)NCCCN1CCOCC1 | 0.4 | 99.0
COC(=O)C1=C(C)N(CCCC(=O)O)C(=O)NC1c1cccc(OC)c1 (configuration not stated) | 3.2 | 99.0
COc1ccc(C(=O)c2ccc3oc(-c4ccc(OC)cc4)c(C#CCCO)c3c2)cc1 | -0.7 | 96.0
CCC(=O)NCCc1nc(-c2ccccc2)no1 | 0.3 | 99.0
COc1cc2c(CCNC(C)=O)c[nH]c2cc1O | -3.9 | 100.0
O=C(O)C[C@H]1c2cc(C(F)(F)F)ccc2S(=O)(=O)N1C1CCN(Cc2ccccc2)CC1 | 7.8 | 100.0
CC(=O)C1=C(C)N(Cc2ccccc2)C(=O)N[C@H]1c1cccc(F)c1 | 2.8 | 104.0
NC1=NC[C@H](c2ccccc2)N1CC1CCCCC1 | 5.7 | 108.0
COC(=O)/C(=C\c1c(OC)cc(OC)cc1OC)C(=O)c1ccc2c(c1)OCO2 | 4.7 | 105.0
Nc1nc(N)nc(-c2cc(Cl)ccc2Cl)n1 | -3.9 | 106.0
O=C1C=C(c2ccccc2)CC(c2ccc(F)cc2)C1 (configuration not stated) | -1.3 | 104.0
COc1cccc(C2=CC(=O)CC(c3ccco3)C2)c1 (configuration not stated) | 2.3 | 103.0
O=C(NCCCN1CCOCC1)C1Nc2ccc(OC(F)(F)F)cc2C2C=CCC12 (configuration not stated) | 5.9 | 102.0
O=C(NCC1CC1)c1cc(-c2ccccc2)nn1CC1CC(c2cccnc2)=NO1 (configuration not stated) | 4.2 | 103.0
COC(=O)C1=C[C@@H](C(=O)OC)[C@@H]2C3=C(C(=O)[C@]2(C)NC(=O)c2ccccc2)[C@H](C)n2c(=O)n(-c4ccccc4)c(=O)n2[C@@H]3C1 | -0.3 | 89.0
CCc1c(C2(O)CCCCC2)[nH]c2ccc(C#N)cc12 | -0.7 | 112.0
O=[N+]([O-])c1cccc(CN2[C@@H](Cc3ccccc3)COCCS2(=O)=O)c1 | 4.1 | 104.0
COc1cccc(OC)c1OCCNCC1COc2ccccc2O1 (configuration not stated) | 4.6 | 107.0
O=C(O)C1=C[C@@H](c2ccc(Br)cc2)C[C@@H](OCCCCO)O1 | 1.7 | 101.0
COC(=O)C1N[C@@H]([C@@H](NC(=O)COc2ccccc2)C(=O)NCc2ccccc2)SC1(C)C (some centres not stated) | -1.6 | 98.0
Cn1c(=O)c2[nH]c(C3CCCC3)nc2n(C)c1=O | 3.1 | 105.0
C=C1CCN(c2ccc(C(=O)NCCC)cc2[N+](=O)[O-])CC1 | -0.1 | 103.0
O=C(O)C[C@H]1c2ccc(C(F)(F)F)cc2S(=O)(=O)N1C1CCCCC1 | 0.3 | 98.0
COC(=O)c1c(C)[nH]c(C)c1C(=O)c1ccccc1Cc1ccccc1 | -1.1 | 106.0
O=c1c2ccccc2oc2cc(C#Cc3ccccn3)ccc12 | 2.6 | 108.0
NCCNC(=O)c1ncsc1-c1cccc(F)c1 | 2.4 | 95.0
C#Cc1ccc2c(c1)COc1c3ccccc3nn1-2 | -1.7 | 84.0
CCOC(=O)CN1C(=O)N[C@@H](c2cccc(C(F)(F)F)c2)C(C(=O)OC)=C1C | 2.2 | 99.0
CCN1C(=O)N[C@@H](c2ccccc2)C(C(=O)OC)=C1C | 2.7 | 108.0
COCCNC(=O)c1cc(-c2ccccc2)nn1CC1CC(c2cccnc2)=NO1 (configuration not stated) | 0.9 | 83.0
CC1(C)C2CC[C@]3(C)C(CC=C4[C@@H]5C[C@@](C)(CO)[C@@H](O)C[C@]56C[C@@H](OC6=O)[C@]43C)[C@@]2(C)CC[C@@H]1O (some centres not stated) | -1.4 | 102.0
COC(C[C@@H]1O[C@H]1C(=O)[C@@H](C)OCc1ccccc1)OC | -2.3 | 100.0
COC(=O)c1c(C)cc(O)c(C=O)c1O | 2.4 | 102.0
O=c1c(Oc2ccccc2)coc2cc(O)cc(O)c12 | 8.9 | 101.0
O=C(NCCc1ccccc1)c1ccc2c(c1)S(=O)(=O)c1ccccc1C2=O | -0.5 | 100.0
CN(Cc1cnc2nc(N)nc(N)c2n1)c1ccc(C(=O)N[C@@H](CCC(=O)O)C(=O)O)cc1 | 7.3&7.5 | 106.0
CCOC(=O)C[C@H]1c2cc(F)ccc2S(=O)(=O)N1c1ccccc1 | -1.9 | 106.0
O=C(NCc1ccc2c(c1)OCO2)c1cc(-c2ccccc2)nn1CC1CC(c2cccnc2)=NO1 (configuration not stated) | 2.2 | 88.0
O=C(O)C[C@H]1c2cc(F)ccc2S(=O)(=O)N1Cc1ccccc1 | 3.5 | 99.0
CC[C@@]1(O)C(=O)OCc2c1cc1n(c2=O)Cc2cc3c(CN(C)C)c(O)ccc3nc2-1 | 24.1* | 114.0
CCO[C@H]1OC(C(=O)O)=C[C@@H](C(C)(C)C)[C@@H]1CCCO | -3.5 | 87.0
CCCOc1cc2c(C#N)c(N3CCCC3)nc(N)c2c(N)n1 | -2.4 | 101.0
O=C(NCc1cccnc1)[C@@H]1CC=C[C@@H]2CCN(Cc3ccc(Cl)c(Cl)c3)C(=O)[C@@H]21 | 4.4 | 103.0
CNC(C)C#Cc1ccc2c(=O)c3ccccc3oc2c1 (configuration not stated) | -0.5 | 101.0
COc1ccccc1N1CCN(CCCCN2C(=O)c3ccccc3C2=O)CC1 | -1.5 | 100.0
COc1cccc(SCc2noc(C(=O)NCCC(C)C)c2C(=O)NCCC(C)C)c1 | 4.9 | 110.0
Cc1ccc(Cn2c(C3CCCN3c3nc(-c4cc(Cl)c(N)c(Cl)c4)cs3)nc3cc(C(=O)NCCCO)ccc32)cc1 (configuration not stated) | -3.0 | 101.0
O=C(NCc1ccccc1)C1=C[C@H](c2ccc3c(c2)OCO3)C[C@H](OCc2ccc(CO)cc2)O1 | 5.2 | 105.0
